Bioassay records from PubChem.
HBB splicing – qHTS Assay for Modulators of Hemoglobin Beta Chain Splicing. HBB splicing reporter cell assay, activation; EGFP reporter with mutant IVS2-654 intron; response scale: normalised to 500 nM splice-correcting PNA. Potency, µM (highest dose often 46.1 µM), for the others: top-dose activation, hits mostly activators. 65,000 compounds, 0.06% hits. AID 925, 2007; note: potency is the fitted concentration of half-maximal effect; 0% is about no effect
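HeLa cells stably expressing EGFP interrupted by mutant beta-globin intron 2 (IVS2-654), 500/well in 2% FCS. Treated with compound for 2 days at 37C. Splicing correction scored as total well GFP intensity (488 nm excitation, 500-520 nm emission); 500 nM antisense PNA served as control.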
A350 autofl – qHTS Assay for Spectroscopic Profiling in A350 Spectral Region | Compound autofluorescence, 340/450 nm, Alexa 350 dye-equivalents; active compounds read high | max dye-equivalent concentration, M | 59,000 compounds, 11% hits | AID 590, 2007; in the data active = max dye-equivalent concentration above about 10 nM; inconclusive = mostly about 1.1 nM to 9.6 nM
BRCT inh green – qHTS Assay for Inhibitors of BRCT-Phosphoprotein Interaction (Green Fluorophore). BRCA1 BRCT-phosphopeptide binding, green fluorescence polarization. Potency, µM (doses to about 76.9 µM), inactives show at the highest dose activity change, negative = inhibition, hits mostly inhibitors. 75,000 compounds, 0.05% hits;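 note: potency is the fitted concentration of half-maximal effect; plate controls were peptide without protein for full effect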
Target sequence (P38398 whole entry, looked up): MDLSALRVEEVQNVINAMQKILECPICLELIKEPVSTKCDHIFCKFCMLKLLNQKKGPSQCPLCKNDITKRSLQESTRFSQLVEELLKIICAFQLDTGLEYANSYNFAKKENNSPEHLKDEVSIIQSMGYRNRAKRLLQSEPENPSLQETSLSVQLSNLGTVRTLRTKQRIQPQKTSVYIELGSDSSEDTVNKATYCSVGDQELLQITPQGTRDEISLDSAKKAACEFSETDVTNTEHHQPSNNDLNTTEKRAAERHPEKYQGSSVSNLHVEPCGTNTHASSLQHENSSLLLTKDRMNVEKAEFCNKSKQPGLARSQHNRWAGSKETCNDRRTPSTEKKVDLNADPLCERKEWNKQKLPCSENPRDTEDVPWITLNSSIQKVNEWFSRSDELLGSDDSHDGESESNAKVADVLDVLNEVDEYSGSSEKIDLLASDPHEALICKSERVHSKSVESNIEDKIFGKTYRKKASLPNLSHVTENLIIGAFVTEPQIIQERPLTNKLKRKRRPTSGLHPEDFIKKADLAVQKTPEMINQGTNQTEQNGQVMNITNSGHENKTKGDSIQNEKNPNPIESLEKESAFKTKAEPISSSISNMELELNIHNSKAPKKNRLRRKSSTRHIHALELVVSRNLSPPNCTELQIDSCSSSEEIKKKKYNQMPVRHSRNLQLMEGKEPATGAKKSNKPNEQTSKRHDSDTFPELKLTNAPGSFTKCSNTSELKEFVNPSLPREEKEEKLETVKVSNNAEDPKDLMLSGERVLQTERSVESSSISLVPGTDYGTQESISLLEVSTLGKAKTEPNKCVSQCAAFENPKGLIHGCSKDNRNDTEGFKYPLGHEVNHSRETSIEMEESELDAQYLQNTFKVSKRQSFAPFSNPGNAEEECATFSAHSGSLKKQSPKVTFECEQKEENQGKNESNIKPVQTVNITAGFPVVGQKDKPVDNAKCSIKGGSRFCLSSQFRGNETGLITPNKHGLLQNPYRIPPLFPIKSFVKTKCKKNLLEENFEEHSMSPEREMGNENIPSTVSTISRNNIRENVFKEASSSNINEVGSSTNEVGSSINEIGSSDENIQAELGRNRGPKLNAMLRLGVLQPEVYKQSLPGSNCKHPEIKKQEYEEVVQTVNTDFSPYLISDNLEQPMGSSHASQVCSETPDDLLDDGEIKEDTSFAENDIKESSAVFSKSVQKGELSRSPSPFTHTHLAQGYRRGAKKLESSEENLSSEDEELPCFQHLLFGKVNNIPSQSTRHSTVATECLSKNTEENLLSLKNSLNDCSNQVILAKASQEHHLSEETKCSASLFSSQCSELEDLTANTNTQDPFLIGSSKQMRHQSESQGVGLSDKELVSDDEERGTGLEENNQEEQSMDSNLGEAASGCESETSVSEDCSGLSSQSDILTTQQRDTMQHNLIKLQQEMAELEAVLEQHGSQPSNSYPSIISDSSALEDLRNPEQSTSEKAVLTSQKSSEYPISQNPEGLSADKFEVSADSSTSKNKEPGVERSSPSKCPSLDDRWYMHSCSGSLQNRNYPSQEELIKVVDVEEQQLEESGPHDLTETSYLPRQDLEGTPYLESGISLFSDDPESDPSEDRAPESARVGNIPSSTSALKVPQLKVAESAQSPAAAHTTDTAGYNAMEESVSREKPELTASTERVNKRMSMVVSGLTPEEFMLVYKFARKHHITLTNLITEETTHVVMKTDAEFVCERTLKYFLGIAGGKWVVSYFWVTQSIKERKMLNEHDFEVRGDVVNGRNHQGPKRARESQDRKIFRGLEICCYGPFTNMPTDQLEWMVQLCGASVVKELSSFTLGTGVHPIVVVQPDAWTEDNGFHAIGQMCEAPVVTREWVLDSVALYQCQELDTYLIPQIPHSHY
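Fluorescence polarization: His-tagged BRCT (~35 kDa BRCA1 C-terminus, 250 nM) bound to 100 nM fluorescein-labeled phosphorylated 10-aa BACH1 peptide, pH 7.3 phosphate buffer with DTT and Tween 20. Compounds incubated 12 min at room temperature; inhibition read as lowered polarization.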
4-MU autofl – qHTS Assay for Spectroscopic Profiling in 4-MU Spectral Region; max dye-equivalent concentration, M; 59,000 compounds, 11% hits; compound autofluorescence, 340/450 nm, 4-MU equivalents; active compounds read high; in the data active = max dye-equivalent concentration above about 10 nM; inconclusive = mostly about 1.1 nM to 9.6 nM
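Compounds in 100 mM Tris, pH 8.0, sat 15 min at room temperature before fluorescence was read at 340 nm excitation/450 nm emission; a per-plate six-point 4-MU standard curve converted signals to dye-equivalent concentration at each compound concentration.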
DNA Pol III inh – qHTS Assay for Inhibitors of DNA Polymerase III Holoenzyme System. reconstituted DNA polymerase III holoenzyme replication, biochemical. Potency, µM (series often up to 57.1 µM), without a hit: top-dose activity change, negative = inhibition. 71,000 compounds, 0.25% hits. AID 603, 2007; note: potency is the fitted concentration of half-maximal effect; % is set by controls: 0 for no effect and ±100 for the full control effect
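Reconstituted *E. coli* holoenzyme (0.35 nM Pol III, 1 nM beta, 154 nM SSB, 2 nM primase) was preincubated with compound for 15 min at RT. Synthesis on 1.4 nM ssM13Gori ran 35 min, then was stopped with PicoGreen/EDTA and read as dsDNA fluorescence.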
Ub-GFP proteasome – Ubiquitin-GFP Assay. AID 526, 2006. Ubiquitin-GFP reporter cells, proteasome inhibition, GFP fluorescence; response scale: untreated = 0%, 10 µM MG-132 = 100%. 67,000 tested, under 10 active. Potency, µM (doses to about 45.9 µM), without a hit: top-dose activation (GFP accumulation), most hits filed as activators; active = well fitted activation curve with a large enough effect, not every such curve was filed as active; inconclusive = small, poorly fitted or top-dose-only effect, or another doubt; inactive = no such curve, though single readings can be large or run the other way; note: potency is the fitted concentration of half-maximal effect
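Proteasome block read as GFP accumulation: ubiquitin(G76V)-GFP U2OS cells exposed to compound (2.9 nM–46 uM) for 4 hr at 37 C. Normalization used untreated cells as 0% and 10 uM MG-132 as 100%; concentration-response curves fitted.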
ALOX15 inhib – qHTS Assay for Inhibitors of 15-hLO (15-human lipoxygenase); Polyunsaturated fatty acid lipoxygenase ALOX15 (Homo sapiens), P16050; purified 15hLO-1, xylenol orange hydroperoxide absorbance; Potency, µM (doses to about 57.1 µM), for inactives: at the highest dose activity change, negative = inhibition, usual class: inhibitors; 74,000 compounds, 1.4% hits; AID 887, 2007; note: potency is the fitted concentration of half-maximal effect; % is set by controls: 0 for no effect and ±100 for the full control effect; nearly all actives have a fitted effect of over 55% in size
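Purified human 15hLO-1 (40 nM final) in 25 mM Hepes pH 7.5, 0.01% Triton X-100 was preincubated with compound 15 min at room temperature, then reacted 6 min with 50 uM arachidonic acid; hydroperoxide detected by Fe-XO, 573/405 nm absorbance ratio.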
Hsp90 Hop PPI – qHTS Assay for Disrupters of an Hsp90 Co-Chaperone Interaction | 71,000 compounds, 0.44% hits | AlphaScreen TPR2A-His6 binding biotin-Hsp90 C-terminal peptide | Potency, µM (titrated, usually from 57 µM), inactives show top-dose activity change, negative = inhibition | AID 595, 2007; active = well fitted curve in either direction with a large enough effect; inconclusive = small, poorly fitted or top-dose-only effect, or another doubt; note: potency is the fitted concentration of half-maximal effect; % is set by controls: 0 for no effect and ±100 for the full control effect; many of its hits are not listed in these tables
GFP derepression – qHTS Assay for Epigenetic Modulators; Potency, µM (highest dose often 46.1 µM), without a hit: at the highest dose GFP derepression (activation); mouse C127i GFP locus derepression, cytometry, 30 h; 68,000 compounds, 0.09% hits; AID 597, 2007; note: % of control where 0% means no effect
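Derepression screen: silenced CMV-GFP reporter in murine C127i cells, 30 h compound incubation at 37 C, washed cells imaged by laser-scanning cytometer to enumerate GFP-expressing objects of 20 to 120 um.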
CRE Fsk mod – Cell signaling CRE-BLA (Fsk stim); CHO CRE-bla reporter (cAMP response element driving beta-lactamase), forskolin EC10, beta-lactamase ratio; Potency, µM (top dose mostly 38.2 µM), inactives show top-dose activity change, negative = inhibition, hits mostly activators; 71,000 compounds, 2.5% hits; AID 662, 2007; active = well fitted activation curve with a large enough effect in the signal ratio, with a control signal flat, not every such curve was filed as active; inconclusive = small, poorly fitted or top-dose-only effect, or effect the other way, or a change in a side signal; the % refers to the signal ratio; note: potency is the fitted concentration of half-maximal effect; % of control where 0% means no effect
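Titrated compounds plus EC10 NKH 477 on CHO CRE-bla cells, 3 h, 37 °C. CCF4, 2 h RT. Ratio 460/530 nm → AC50.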
BRCT inh red – qHTS Assay for Inhibitors of BRCT-Phosphoprotein Interaction (Red Fluorophore). 75,000 compounds, 0.03% hits. Breast cancer type 1 susceptibility protein (Homo sapiens), P38398. Potency, µM (series often up to 76.9 µM), for the others: at the highest dose activity change, negative = inhibition, hits mostly inhibitors. BRCT-phosphopeptide binding, red fluorescence polarization; note: % is set by controls: 0 for no effect and ±100 for the full control effect
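Rhodamine-labelled pBACH1 10-mer (100 nM) bound to BRCT domain (100 nM) at pH 7.3; compounds incubated 12 min room temperature, polarization read. Free peptide defines full inhibition; unlabelled decapeptide titrated as control.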
Starred values were filed as active, the others as inactive; i = inactive; ? = inconclusive; / = not tested or not shown; [ ] = dose if it differs, or a comment. Unless noted, calls come from the whole dose curve; as a rule, active = well fitted curve in the direction sought with a large enough effect; inconclusive = small, poorly fitted or top-dose-only effect, or another doubt; inactive = no such curve, though single readings can be large; an effect the other way counts as inactive or inconclusive.

Molecule	HBB splicing	A350 autofl	BRCT inh green	4-MU autofl	DNA Pol III inh	Ub-GFP proteasome	ALOX15 inhib	Hsp90 Hop PPI	GFP derepression	CRE Fsk mod	BRCT inh red
O=C(c1cccc(S(=O)(=O)N2CCOCC2)c1)N1CCOCC1	-0.3%	/	-1.8%	/	-1%	-3%	4%	1%	-2%	-2%	-1.0%
O=C(Nc1ccccc1N1CCN(c2ccc(F)cc2)CC1)c1ccccc1	/	i	-3.3%	i	2%	-7%	-21%	3%	0%	15%	-1.7%
N#CCCN(Cc1cccnc1)S(=O)(=O)c1ccc(S(=O)(=O)NC2CCCCC2)cc1	/	i	0.3%	i	-5%	-5%	3%	2%	-1%	-1%	-0.3%
O=C(Nc1ccc(Cl)cc1C(=O)Nc1ccc(Br)cn1)c1ccco1	0.0%	4.9e-08M*	0.2%	6.2e-08M*	7%	-4%	?	-2%	2%	23%	-2.9%
Cc1cc(SCC(=O)NC(=O)NCc2ccco2)nc2c(C)cccc12	-1.5%	i	3.3%	i	-8%	0%	?	-8%	-1%	?	1.5%
COc1cccc(C(c2sc3ncnn3c2O)N2CCN(C(=O)c3ccco3)CC2)c1 (configuration not stated)	-0.1%	/	5.3%	/	-10%	-1%	6%	-1%	/	8%	-1.1%
COc1ccc(CNC(=O)C2CCCN(S(=O)(=O)c3cc(C)ccc3OC)C2)cc1 (configuration not stated)	-0.4%	i	-1.5%	i	-1%	0%	0%	0%	-2%	-8%	-1.3%
COc1cc(NC(=O)c2ccc(Br)o2)ccc1NC(=O)c1ccccc1Cl	-1.9%	?	-7.1%	?	4%	3%	-21%	-13%	4%	10%	-0.4%
Cc1ccc2oc(-c3cccc(NC(=O)C4CCCO4)c3)nc2c1 (configuration not stated)	-0.6%	i	-0.2%	i	0%	5%	2%	1%	-2%	15%	-2.1%
O=c1nc(-c2ccccc2)cc(-c2ccccc2)[nH]1	4.1%[0.0738 µM]	/	0.2%	/	-4%[11.4 µM]	9%[9.17 µM]	-2%[11.4 µM]	-6%[11 µM]	0%	?	0.8%

Following part:
Each structure is followed by: HBB splicing, A350 autofl, BRCT inh green, 4-MU autofl, DNA Pol III inh, Ub-GFP proteasome, ALOX15 inhib, Hsp90 Hop PPI, GFP derepression, CRE Fsk mod, BRCT inh red
CCC(OC(=O)c1nsc(Cl)c1Cl)C(=O)NCc1ccco1 (configuration not stated)
 : /, i, -0.9%, i, -4%, -4%, 0%, -4%, 2%, 1%, 1.1%
Nc1n[nH]c(S(=O)(=O)CCCc2ccccc2)n1
 : 3.7%[0.369 µM], ?, 0.4%, ?, -6%, -3%, 18%, 0%, 2%, 6%, -0.3%
O=c1cnc2cnc(N3CCOCC3)nc2n1CCc1ccccc1
 : 0.7%, i, 2.9%, i, 1%, -3%, -10%, -3%, 2%[9.22 µM], -6%, -0.2%
COc1ccc(OC)c(N2C(=O)C(Cl)=C(N3CCCCC3)C2=O)c1
 : -0.2%[0.0738 µM], /, 2.2%, /, 2%[11.4 µM], -6%[9.17 µM], -6%[11.4 µM], -7%[11 µM], 0%, ?, 0.5%
O=C(Nc1cnn(Cc2ccccc2)c1)c1cc2nc(-c3ccco3)cc(C(F)(F)F)n2n1
 : /, ?, -0.7%, ?, 0%, -2%, -10%, -3%, 23%, 8%, -1.8%
Cc1cc(C)nc(NC(=O)NS(=O)(=O)Nc2ccc(Br)cn2)n1
 : -0.9%, i, 0.3%, i, -7%, -9%, ?, 0%, 0%, 20%, 0.7%
CCOC(=O)C1=C(c2ccccc2)NC(SCC(=O)Nc2ccc(C)cc2)=C(C#N)C1c1ccco1 (configuration not stated)
 : -0.9%, 3.3e-08M*, 1.6%, 3.7e-08M*, -1%, 6%, -25%, -1%, 10%, 1%, 0.2%
COc1ccc(OC)c(NC(=O)CN2C(=O)C3(OCCCO3)c3ccccc32)c1
 : 0.9%[1.84 µM], i, -2.9%, i, -4%, -9%, -2%, -5%, -5%, ?, 0.2%
CC1=C(C)C(=O)C(CCCCC#CCCCC#CCO)=C(C)C1=O
 : 1.0%, ?, 2.5%, ?, -2%, 3%, ?, -8%, -4%[20.6 µM], -4%, -0.4%
NNC(=O)CS(=O)(=O)Nc1ncccn1
 : 3.4%[9.22 µM], i, -0.9%[15.4 µM], i, -12%[11.4 µM], -4%[9.17 µM], 19%[11.4 µM], -3%[11 µM], 7%[9.22 µM], 1%[7.6 µM], -1.9%[15.4 µM]
COc1cc(OC)c(-c2nn3c(C4CCCCC4)nnc3s2)cc1OC
 : 4.2%[0.369 µM], 4.1e-07M*, -3.5%, 3.4e-07M*, -1%, 1%, -1%, -4%, 0%, 4µM*, -0.2%
CCCCOCCCNC(=O)CN1C(=O)c2ccccc2C1=O
 : -2.8%[0.0738 µM], /, 0.3%, /, 2%[11.4 µM], -6%[9.17 µM], 5%[11.4 µM], -3%[11 µM], -2%, 28%[7.6 µM], -1.0%
COc1ccc(S(=O)(=O)N2CCC(C(=O)NCCc3ccc4c(c3)OCO4)CC2)cc1
 : /, i, -2.7%, i, -3%, 0%, -2%, -1%, 1%, 6%, -0.4%
O=C(COc1ccccc1)N(Cc1ccco1)c1ccc(O)cc1
 : 0.3%, i, 0.2%, i, 0%, 1%, -6%, -2%, 6%, -15%, -0.5%
CCC1CCCCN1C(=O)CSc1nnc(-c2cccc(Cl)c2)o1 (configuration not stated)
 : -0.5%, /, -0.4%, /, 4%, -1%, -1%, 13%, 0%, 1%, -0.9%
O=C(NCCCN1CCOCC1)c1cc(-c2ccc(F)cc2)on1
 : 1.3%, i, -2.6%, i, -3%, 0%, -4%, 0%, 1%, ?, 0.6%
CCCN(CCC)S(=O)(=O)c1ccc(C(=O)N2CCC(=O)c3ccccc32)cc1
 : -4.2%, /, 0.8%, /, -6%, -1%, -9%, -2%, 2%, -1%, 0.5%
O=C(Nc1nnc(C2CCCC2)s1)C1CCC1
 : /, i, -1.2%, i, 0%, -2%, -10%, 1%, -2%, 10%, 0.7%
CC(C)N(CCO)C(=O)C(c1ccccc1)c1ccccc1
 : 1.8%[0.369 µM], i, 0.9%, i, -3%, /, 5%, -2%, 0%, 3%, 0.0%
c1coc(CNc2nc3ccccc3n2CCN2CCOCC2)c1
 : -0.8%, i, -2.2%, i, -2%, 8%, 3%, -3%, -3%, -4%, 1.1%
COc1cccc(C2C(C(=O)c3cccs3)=C(O)C(=O)N2CCN(C)C)c1OC (configuration not stated)
 : -1.1%, i, 0.3%, i, 2%, 11%, ?, -2%, 0%, -4%, 0.5%
O=C(N1CCC(O)(c2cccnc2)CC1)C12CC3CC(CC(C3)C1)C2
 : 0.9%[57.5 µM], i, -0.9%, i, 1%, 2%, 2%, -3%, -1%, 2%, 1.5%

Shown as labelled records: entries from further up
> N#CCCN(Cc1cccnc1)S(=O)(=O)c1ccc(S(=O)(=O)NC2CCCCC2)cc1
  HBB splicing = / | A350 autofl = i | BRCT inh green = 0.3% | 4-MU autofl = i | DNA Pol III inh = -5% | Ub-GFP proteasome = -5% | ALOX15 inhib = 3% | Hsp90 Hop PPI = 2% | GFP derepression = -1% | CRE Fsk mod = -1% | BRCT inh red = -0.3%

> O=C(Nc1ccc(Cl)cc1C(=O)Nc1ccc(Br)cn1)c1ccco1
  HBB splicing = 0.0% | A350 autofl = 4.9e-08M* | BRCT inh green = 0.2% | 4-MU autofl = 6.2e-08M* | DNA Pol III inh = 7% | Ub-GFP proteasome = -4% | ALOX15 inhib = ? | Hsp90 Hop PPI = -2% | GFP derepression = 2% | CRE Fsk mod = 23% | BRCT inh red = -2.9%
